14-3-3 PPI: modulators of human 14-3-3 gamma - Raf peptide interaction | P61981 | FP, 14-3-3gamma / TMR-pS259-Raf peptide binding | inhibition, % at 40 µM | hit rate 0.19% among 160,000; in the data active means inhibition above about 30%;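 further: 0% = protein plus tracer without compound and 100% = blank with tracer alone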
Target sequence (P61981 whole entry, looked up): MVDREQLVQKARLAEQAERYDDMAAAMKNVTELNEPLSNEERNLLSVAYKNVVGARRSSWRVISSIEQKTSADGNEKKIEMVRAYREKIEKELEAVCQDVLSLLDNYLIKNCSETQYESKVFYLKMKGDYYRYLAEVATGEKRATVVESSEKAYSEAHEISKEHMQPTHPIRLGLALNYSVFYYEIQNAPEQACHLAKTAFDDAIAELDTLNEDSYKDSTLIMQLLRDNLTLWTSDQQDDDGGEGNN
Active calls of the source: *; & = joins results of further samples; ! = a repeat was not active.

SMILES	14-3-3 PPI
Nc1c(C(=O)NC2CCCCC2)sc(=S)n1CCc1ccccc1	-2
Cc1csc(NC(=O)c2cccc(Cn3nc(C)c(Br)c3C)c2)n1	-4
COc1ccc(NC(=O)c2ccccc2C(=O)c2ccc(Cl)c([N+](=O)[O-])c2)cc1	-1
CC(=O)c1cc2c(N)c(C(=O)Nc3cccc([N+](=O)[O-])c3)sc2nc1C	-5
O=C(CCNS(=O)(=O)c1cccs1)NCc1ccc(Cl)cc1	2
Cc1ccc(-c2cc(O)cc3sc(=O)oc23)cc1Cl	-8
CCc1nc2c(=O)[nH]c3ccccc3c2o1	-3
COC(=O)CSc1nnc(CNC(=O)c2cccc(C)c2)n1-c1ccccc1OC	1
COc1ccc2nc(NC(=O)c3cccnc3)sc2c1	-12
CC(C)OCCCNC(=O)CN1C(=O)COc2ccccc21	-6
Cn1c(=O)c(=O)n(C)c2cc(S(=O)(=O)N3CCCc4ccccc43)ccc21	-8
Cn1c(=O)c2c(nc(CN3CCN(c4ccccc4)CC3)n2CCN2CCOCC2)n(C)c1=O	-4
O=C(c1ccc(Cl)cc1)c1cc([N+](=O)[O-])ccc1N1CCCCCC1	0
O=C(NCCN1CCCC1)c1ccc2c(c1)N(Cc1ccccc1Cl)C(=O)c1ccccc1S2	-14
Cc1cccc(NC(=O)c2cc3c(n(-c4ccccc4)c2=O)CCCC3=O)n1	-8
CCOC(=O)C1=C(N)Oc2oc3ccccc3c(=O)c2C1c1cccc(I)c1 (stereo unspecified)	-5
Clc1ccc(OCCSc2ncnc3ccccc23)cc1	-11
Cn1nnnc1SCC(=O)Nc1ccc(Oc2ccccc2)cc1	3
Cc1cc(C)cc(NS(=O)(=O)c2ccc3[nH]cc(C(=O)NCc4cccs4)c(=O)c3c2)c1	1
Nc1nc(-c2ccc3c(c2)OCCO3)cs1	1
CCOCCOC(=O)C1=C(C)N(C)C(=O)NC1c1cc(Cl)c(O)c(OCC)c1 (stereo unspecified)	2
O=C(Nc1ccccc1)N1CCn2c(nc3ccccc32)C1	1
C#CCn1cnc2c(cnn2-c2ccc(C)c(C)c2)c1=O	5
CCC(C)OC(=O)C1=C(C)NC2=C(C(=O)CCC2)C1c1cccs1 (stereo unspecified)	0
COc1ccc(CCNc2oc(-c3ccc(OC)c(OC)c3)nc2C#N)cc1	-3
CCOC(=O)C1=C(c2ccccc2)NC(=O)NC1c1cc([N+](=O)[O-])ccc1O (stereo unspecified)	-6
CCOC(=O)C1CCN(C(=O)c2cccn3c(=O)c4cc(Cl)ccc4nc23)CC1	-9
CC(C)CNc1ncnc2ccc(Br)cc12	-5
CCOC(=O)c1c(C)oc2c1c(C(c1cccnc1)N1CCOCC1)c(O)c1ccccc12 (stereo unspecified)	0
O=C1CSc2ccc([N+](=O)[O-])cc2N1Cc1ccccc1F	-9
CCOC(=O)c1c(NC(=O)Cn2cnc([N+](=O)[O-])n2)sc2c1CCC(C)C2 (stereo unspecified)	0
C=CC(O)(C#CCN(CC)CC)c1ccccc1 (stereo unspecified)	-5
Cc1c(Cc2ccccc2)sc(N)c1C(N)=O	-24
Cc1ccc(C(=O)Nc2cc3ccccc3oc2=O)cc1C	0
CCCCSC1=C(C#N)C(c2ccccc2C)CC(=O)N1 (stereo unspecified)	2
CNC(=O)CCn1nc(-c2ccccc2)c2ccccc2c1=O	2
CCOC(=O)c1ccc(CN(Cc2ccccc2)S(=O)(=O)c2cc(C)ccc2C)cc1	0
Cc1cc(C)c(S(=O)(=O)NCC2CCC(C(=O)NCC3CCCO3)CC2)c(C)c1 (stereo unspecified)	-2
Cc1ccc(N2C(=O)C3CCC(C)CC3C2=O)cc1 (stereo unspecified)	-2
Cc1c(N(C(=O)Cc2cccs2)C2(C(=O)NC3CCCC3)CCCCC2)c(=O)n(-c2ccccc2)n1C	0
C=CCn1c(-c2ccc(N)cc2)nc2ccccc21	-2
COC(=O)C1=C(C)NC2=C(C(=O)c3ccccc32)C1c1cc(OC)c(O)cc1Br (stereo unspecified)	-81
O=C(CCCN1C(=O)c2cccnc2C1=O)N1CC(=O)N(CCc2ccccc2)C(=O)C1	-2
CCn1c2ccccc2c2cc(NC(=O)C(=O)NCCCc3ccccc3)ccc21	4
Cc1ccccc1C(=O)Nc1ccc(-c2nc3ccccc3[nH]2)cc1	-3
Cc1cc(N2CCOCC2)nc2cc(O)ccc12	6
Cc1c(Cl)cccc1NC(=O)Cn1cccc1	-14
CC1=C(C(=O)Nc2ccccn2)C(c2ccc3c(c2)OCO3)C2=C(CCCC2=O)N1 (stereo unspecified)	-9
CCCc1cc(C(=O)NCc2ccccc2)no1	0
Fc1ccc(Nc2c3c(nc4ccc(Cl)cc24)CCC3)cc1	-19
CCOC(=O)c1cccc(C(=O)Nc2ccc(NC(C)=O)cc2)n1	-11
CCC1CCCCN1C(=O)Cn1c(=O)n(Cc2ccccc2)c(=O)c2c(C)c(C)sc21 (stereo unspecified)	6
COc1ccccc1NC(=O)c1cc(S(=O)(=O)NCCc2ccccc2)ccc1F	0
O=C(CSc1nnc(COc2cccc3cccnc23)o1)N1CCc2ccccc21	-1
NC(=O)c1ccc2c(c1)C1C3CCC(C3)C1C(c1ccccc1)N2 (stereo unspecified)	5
O=C1Nc2cc(C(=O)N3CCOCC3)ccc2SC1N1CCOCC1 (stereo unspecified)	38*!
Cc1ccnc(NS(=O)(=O)c2ccc(NC(=O)C(Sc3ccccc3)c3ccccc3)cc2)n1 (stereo unspecified)	-11
CCN(CC)S(=O)(=O)c1ccc(C(=O)Nc2c3c(nn2-c2ccc(C)cc2)CSC3)cc1	-6
CC(=O)Nc1ccc(C(=O)c2ccccc2)cc1	-17
Cn1c(=S)n(/N=C/c2ccc3c(c2)OCO3)c2ccccc21	3

Part of the list above, with bars between the fields:
Structure | 14-3-3 PPI
NC(=O)c1ccc2c(c1)C1C3CCC(C3)C1C(c1ccccc1)N2 (stereo unspecified) | 5
O=C1Nc2cc(C(=O)N3CCOCC3)ccc2SC1N1CCOCC1 (stereo unspecified) | 38*!

Later entries
SMILES	14-3-3 PPI
CCOC(=O)c1[nH]c2ccc(OC)cc2c1C(NC(C)C)c1ccc([N+](=O)[O-])cc1 (stereo unspecified)	-74
C=CCNC(=O)CN1C(=O)COc2ccc(Cl)cc21	3
Cc1nn(Cc2ccc(C(=O)Nc3nccs3)cc2)c(C)c1Cl	-6
COc1ccc(C2SCCN2S(=O)(=O)c2ccc(C)cc2)cc1Br (stereo unspecified)	-2
O=C(NCCCN1CCN(CCCNC(=O)c2ccc3c(c2)OCO3)CC1)c1ccc2c(c1)OCO2	-10
CCOC(=O)c1cnn2c(C)cc(-c3ccc(F)cc3)nc12	-2
O/N=C(\c1ccc2c(c1)OCCO2)C1CCCCC1	-1
CCOc1ccc(Nc2ccc(N3C(=O)C4C5C=CC(C5)C4C3=O)cc2[N+](=O)[O-])cc1 (stereo unspecified)	-3
Cc1noc(C)c1C(=O)OCC(=O)NCCC1=CCCCC1	-4
CC1(C)CC(C(CCN2C(=O)c3ccccc3C2=O)c2ccccc2)CCO1 (stereo unspecified)	-6
Cn1c(CN2CCCCC2)nc2cc(NC(=O)c3cccs3)ccc21	-7
CC(C)n1c(SCC(=O)NCc2ccco2)nc2c1c(=O)n(C)c(=O)n2C	-2
O=c1n(CCCN2CCN(c3cccc(Cl)c3)CC2)nc2ccccn12	-1&-2
CCCCc1c(C)nc(N)[nH]c1=O	-8
O=C(CSC1=Nc2ccccc2C2=NC(Cc3c[nH]c4ccccc34)C(=O)N12)NC1CCCCC1 (stereo unspecified)	-16
COCCNC(=O)CCCn1c(=O)c2ccccc2n(CC(=O)NCCC2=CCCCC2)c1=O	-13
COc1ccc(Cl)cc1S(=O)(=O)n1nnc2ccccc21	-5&2
Cc1ccc(NC(=O)CCN2C(=O)C3C4C=CC(C4)C3C2=O)cc1Cl (stereo unspecified)	7
CCC1CCCCN1S(=O)(=O)c1ccc(NC(=O)c2oc3ccccc3c2C)cc1 (stereo unspecified)	-30
COc1ccc(N2CCN(C(=O)c3cc4cccc(OC)c4oc3=O)CC2)cc1	3
COC(=O)NCC(c1cccnc1)N1CCN(c2ccccc2OC)CC1 (stereo unspecified)	-41
COc1ccc(-n2ncc3c(N4CCCCC4)ncnc32)cc1	1
Cc1nc(SCc2ccccc2C)n[nH]1	-11
O=C(Cc1ccc(Cl)cc1)Nc1ccc(S(=O)(=O)Nc2ncccn2)cc1	-54
COC(=O)c1sc2nc(-c3cccc(OC)c3)cc(C(F)(F)F)c2c1N	6
COc1ccc(S(=O)(=O)N2CCC(C(=O)O)CC2)cc1C(=O)O	-10
Cc1nnc(SCc2cccc(C(=O)Nc3ccc(I)cc3C)c2)s1	-6
Cc1nc(-c2cccc(S(=O)(=O)N3CCOCC3)c2)cs1	-5
Cc1ccccc1CN(c1ccc(C(N)=O)cc1)S(C)(=O)=O	-3
Cc1ccc(-c2nnc(-c3cccc(Br)c3)o2)cc1	9
Cc1nc2c(C(=O)NCc3ccco3)cnn2c(C)c1Cc1ccc(F)cc1Cl	-2
O=C(c1ccco1)N(Cc1nc2ccccc2c(=O)[nH]1)C1CCCC1	-3
O=C1c2ccccc2C(=O)c2c1cc(N1CCCC1)cc2N1CCCCC1	-6
C#CCSc1nc2c(c(=O)[nH]1)C1(CCCCC1)Cc1ccccc1-2	1
O=c1c2ccccc2nc2n1CCC2	-3
CCCOc1ccc(C2Nc3ccccc3S(=O)(=O)N2Cc2ccccc2)cc1OCC (stereo unspecified)	-13
CCCCSc1nnc(CCC)n1N	6
CN1C(=O)c2ccccc2C(C(=O)NCCCN2CCOCC2)C1c1c[nH]c2ccccc12 (stereo unspecified)	4
CCc1nnc(NC(=O)C2CCCCC2C(=O)O)s1 (stereo unspecified)	1
CCOC(=O)C1=C(CNCc2ccc(C)cc2)NC(=O)NC1c1ccc(OC)cc1 (stereo unspecified)	7
COc1cc2nc(-c3ccc4c(c3)C(=O)N(c3ccccc3OC)C4=O)oc(=O)c2cc1OC	-15
COCC(C)NC(=O)c1cc(-c2ccco2)on1 (stereo unspecified)	-12
O=C(c1cc2c(s1)CCCC2)n1cccn1	-10
CCOC(=O)c1c(C)[nH]c(C(=O)CN2C(=O)NC(C)(c3ccc(C)cc3)C2=O)c1C (stereo unspecified)	-6
CC1C(=O)CCC1(C(=O)O)c1ccccc1 (stereo unspecified)	-4
O=C(O)c1ccc(Nc2nc(-c3ccc([N+](=O)[O-])cc3)nc3ccccc23)cc1	-14
Cc1cccc(C)c1NC(=O)CSc1nnc(-c2ccncc2)n1Cc1ccco1	4
COc1cc2c(=O)n(CC3CCCO3)c(=O)n(CC(=O)Nc3ccc(C)cc3)c2cc1OC (stereo unspecified)	-3
CCOC(=O)C1=C(CC)NC2=C(C(=O)CCC2)C1c1ccc(N(CC)CC)cc1 (stereo unspecified)	11
O=c1c(F)cn(C2CCCO2)c(=O)n1Cc1ccc(Cl)cc1 (stereo unspecified)	-3
CC(C)c1ccc(C2C(C(=O)c3ccco3)=C(O)C(=O)N2Cc2cccnc2)cc1 (stereo unspecified)	-29
CCOc1ccc(C(=O)Nc2cc(-c3nc4ccccc4[nH]3)ccc2C)cc1Cl	-30
COc1cccc(C(=O)N2CCN(Cc3ccccc3C(F)(F)F)CC2)c1	7
CC(C)N=C(NC#N)SCC(=O)NC(C)(C)C	-3
O=C1C=C(NCCN2CCOCC2)CC(c2ccccc2)C1 (stereo unspecified)	-7&0
O=C(O)CNS(=O)(=O)c1cc(Cl)c(Cl)cc1Cl	-4
C/C(N)=C(/C#N)C(=O)COC(=O)C1Cc2ccccc2CN1S(C)(=O)=O (stereo unspecified)	6
O=C(O)CCC(=O)N1N=C(c2ccc(Br)cc2)CC1c1ccccc1 (stereo unspecified)	-7
CC1CCCC(NC(=O)Cc2cn(C)c3ccccc23)C1C (stereo unspecified)	6
COC(=O)Cn1cnc2scc(-c3ccc(OC)c(OC)c3)c2c1=O	-7

Reprinted from the listing for reference:
SMILES	14-3-3 PPI
Nc1c(C(=O)NC2CCCCC2)sc(=S)n1CCc1ccccc1	-2
Cc1csc(NC(=O)c2cccc(Cn3nc(C)c(Br)c3C)c2)n1	-4
COc1ccc(NC(=O)c2ccccc2C(=O)c2ccc(Cl)c([N+](=O)[O-])c2)cc1	-1
CC(=O)c1cc2c(N)c(C(=O)Nc3cccc([N+](=O)[O-])c3)sc2nc1C	-5
O=C(CCNS(=O)(=O)c1cccs1)NCc1ccc(Cl)cc1	2
Cc1ccc(-c2cc(O)cc3sc(=O)oc23)cc1Cl	-8
CCc1nc2c(=O)[nH]c3ccccc3c2o1	-3
COC(=O)CSc1nnc(CNC(=O)c2cccc(C)c2)n1-c1ccccc1OC	1
COc1ccc2nc(NC(=O)c3cccnc3)sc2c1	-12
CC(C)OCCCNC(=O)CN1C(=O)COc2ccccc21	-6
Cn1c(=O)c(=O)n(C)c2cc(S(=O)(=O)N3CCCc4ccccc43)ccc21	-8
Cn1c(=O)c2c(nc(CN3CCN(c4ccccc4)CC3)n2CCN2CCOCC2)n(C)c1=O	-4
O=C(c1ccc(Cl)cc1)c1cc([N+](=O)[O-])ccc1N1CCCCCC1	0
O=C(NCCN1CCCC1)c1ccc2c(c1)N(Cc1ccccc1Cl)C(=O)c1ccccc1S2	-14
Cc1cccc(NC(=O)c2cc3c(n(-c4ccccc4)c2=O)CCCC3=O)n1	-8
CCOC(=O)C1=C(N)Oc2oc3ccccc3c(=O)c2C1c1cccc(I)c1 (stereo unspecified)	-5

Going on with the list.
SMILES	14-3-3 PPI
Cc1cc(NC(=O)c2cc(CC(C)C)on2)no1	-3
CN(Cc1ccccc1)C(=O)CCn1c(=O)[nH]c2ccccc2c1=O	-4
COc1ccc(Cl)cc1NC(=O)c1cc2nc(-c3ccccc3)cc(C)n2n1	-13
Clc1ccccc1OCc1nn2c(-c3ccncc3)nnc2s1	-7
CCCOc1ccc(C2Nc3ccc4ncccc4c3C3=C2C(=O)CCC3)cc1 (stereo unspecified)	-5
CSCCC(C(=O)Nc1ccc2c(c1)OCO2)N1C(=O)c2ccccc2C1=O (stereo unspecified)	-4
CC(C)(C)C1CCc2oc3ccc(NS(=O)(=O)c4cccc([N+](=O)[O-])c4)cc3c2C1 (stereo unspecified)	10
CCN1CCN(CCCNC(=O)c2ccc3c(c2)NC(=O)c2ccccc2S3)CC1	-2

An excerpt; the hit share may differ from the screen's.
